PABP1 MLLE inh – inhibitors of microRNA-mediated deadenylation, human PABP1 MLLE binding; P11940; GST-MLLE / FITC-PAM2 fluorescence polarization; inhibition, % at 20 µM; 360,000 compounds, 0.36% hits; AID 588489; in the data active = inhibition above about 35%, passing the limit was not always enough;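 also: plate controls were DMSO wells with GST-MLLE for no effect and wells lacking GST-MLLE protein for full effect; some results filed as inactive read as strong as hits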
bovine MsrA act – bovine methionine sulfoxide reductase A activation. purified bovine MsrA, absorbance read-out. activation, % at 10.6 µM. 360,000 compounds, 0.3% hits; in the data active = activation above about 7.5%;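 also: 0% = vehicle and 100% = reference activator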
MT1-MMP act inh – inhibitors of human MT1-MMP activation; AID 651647; P50281; GFP/RFP ratio change, % at 20 µM; HT1080 RFP-PRO-GFP cells, GFP/RFP ratio fluorescence, overnight; percent of plate control window, DMSO zero; 360,000 compounds, 0.061% hits;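 active = GFP/RFP ratio change of at least 30% with cell ATP level not reduced by more than half and red fluorescence within 50% of control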; also: strong numbers were not always called active
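Assay system: HT1080 cells carrying an RFP-PRO-GFP reporter | Dosing: Single dose of 20 µM compound, 1% DMSO final | Incubation: Cells overnight before dosing, compound overnight, 37 °C, 5% CO2 | Evaluation: GFP/RFP fluorescence ratio | Control set: DMSO and RFP-L50D-GFP cell wells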
Neddylation inh – inhibitors of human cullin neddylation | P61081+Q13564 | TR-FRET cullin neddylation, biochemical | calls only at 25 µM | 360,000 compounds, 0.58% hits; in the data active = inhibition above about 36%
Rin1 Abl inh – blocks binding of human Rin1 to Abl; TR-FRET Rin1/Abl binding, biochemical; inhibition, % at 7.35 µM; 360,000 compounds, 0.4% hits; AID 588664; in the data active = inhibition above about 5%, passing the limit was not always enough
E coli Lon inh – E. coli protease La inhibition. P0A9M0. purified E. coli Lon protease, fluorescence polarization. inhibition, % at 7.94 µM. 360,000 compounds, 0.42% hits; in the data active = inhibition above about 13%, passing the limit was not always enough;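 also: 0% = enzyme with probe and DMSO and 100% = no enzyme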
FAS-TE inh – blocks the thioesterase domain of human fatty acid synthase. recombinant FAS-TE, OMFH fluorogenic substrate, fluorescence endpoint. inhibition, % at 15 µM. P49327. 360,000 compounds, 0.67% hits;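 active = compounds whose normalised, plate-corrected inhibition of enzyme fluorescence in the single-dose primary screen is 50% or more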;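 also: 0% = DMSO with enzyme and 100% = substrate without enzyme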
Target sequence (P49327 whole entry, looked up, the tested form may be a part): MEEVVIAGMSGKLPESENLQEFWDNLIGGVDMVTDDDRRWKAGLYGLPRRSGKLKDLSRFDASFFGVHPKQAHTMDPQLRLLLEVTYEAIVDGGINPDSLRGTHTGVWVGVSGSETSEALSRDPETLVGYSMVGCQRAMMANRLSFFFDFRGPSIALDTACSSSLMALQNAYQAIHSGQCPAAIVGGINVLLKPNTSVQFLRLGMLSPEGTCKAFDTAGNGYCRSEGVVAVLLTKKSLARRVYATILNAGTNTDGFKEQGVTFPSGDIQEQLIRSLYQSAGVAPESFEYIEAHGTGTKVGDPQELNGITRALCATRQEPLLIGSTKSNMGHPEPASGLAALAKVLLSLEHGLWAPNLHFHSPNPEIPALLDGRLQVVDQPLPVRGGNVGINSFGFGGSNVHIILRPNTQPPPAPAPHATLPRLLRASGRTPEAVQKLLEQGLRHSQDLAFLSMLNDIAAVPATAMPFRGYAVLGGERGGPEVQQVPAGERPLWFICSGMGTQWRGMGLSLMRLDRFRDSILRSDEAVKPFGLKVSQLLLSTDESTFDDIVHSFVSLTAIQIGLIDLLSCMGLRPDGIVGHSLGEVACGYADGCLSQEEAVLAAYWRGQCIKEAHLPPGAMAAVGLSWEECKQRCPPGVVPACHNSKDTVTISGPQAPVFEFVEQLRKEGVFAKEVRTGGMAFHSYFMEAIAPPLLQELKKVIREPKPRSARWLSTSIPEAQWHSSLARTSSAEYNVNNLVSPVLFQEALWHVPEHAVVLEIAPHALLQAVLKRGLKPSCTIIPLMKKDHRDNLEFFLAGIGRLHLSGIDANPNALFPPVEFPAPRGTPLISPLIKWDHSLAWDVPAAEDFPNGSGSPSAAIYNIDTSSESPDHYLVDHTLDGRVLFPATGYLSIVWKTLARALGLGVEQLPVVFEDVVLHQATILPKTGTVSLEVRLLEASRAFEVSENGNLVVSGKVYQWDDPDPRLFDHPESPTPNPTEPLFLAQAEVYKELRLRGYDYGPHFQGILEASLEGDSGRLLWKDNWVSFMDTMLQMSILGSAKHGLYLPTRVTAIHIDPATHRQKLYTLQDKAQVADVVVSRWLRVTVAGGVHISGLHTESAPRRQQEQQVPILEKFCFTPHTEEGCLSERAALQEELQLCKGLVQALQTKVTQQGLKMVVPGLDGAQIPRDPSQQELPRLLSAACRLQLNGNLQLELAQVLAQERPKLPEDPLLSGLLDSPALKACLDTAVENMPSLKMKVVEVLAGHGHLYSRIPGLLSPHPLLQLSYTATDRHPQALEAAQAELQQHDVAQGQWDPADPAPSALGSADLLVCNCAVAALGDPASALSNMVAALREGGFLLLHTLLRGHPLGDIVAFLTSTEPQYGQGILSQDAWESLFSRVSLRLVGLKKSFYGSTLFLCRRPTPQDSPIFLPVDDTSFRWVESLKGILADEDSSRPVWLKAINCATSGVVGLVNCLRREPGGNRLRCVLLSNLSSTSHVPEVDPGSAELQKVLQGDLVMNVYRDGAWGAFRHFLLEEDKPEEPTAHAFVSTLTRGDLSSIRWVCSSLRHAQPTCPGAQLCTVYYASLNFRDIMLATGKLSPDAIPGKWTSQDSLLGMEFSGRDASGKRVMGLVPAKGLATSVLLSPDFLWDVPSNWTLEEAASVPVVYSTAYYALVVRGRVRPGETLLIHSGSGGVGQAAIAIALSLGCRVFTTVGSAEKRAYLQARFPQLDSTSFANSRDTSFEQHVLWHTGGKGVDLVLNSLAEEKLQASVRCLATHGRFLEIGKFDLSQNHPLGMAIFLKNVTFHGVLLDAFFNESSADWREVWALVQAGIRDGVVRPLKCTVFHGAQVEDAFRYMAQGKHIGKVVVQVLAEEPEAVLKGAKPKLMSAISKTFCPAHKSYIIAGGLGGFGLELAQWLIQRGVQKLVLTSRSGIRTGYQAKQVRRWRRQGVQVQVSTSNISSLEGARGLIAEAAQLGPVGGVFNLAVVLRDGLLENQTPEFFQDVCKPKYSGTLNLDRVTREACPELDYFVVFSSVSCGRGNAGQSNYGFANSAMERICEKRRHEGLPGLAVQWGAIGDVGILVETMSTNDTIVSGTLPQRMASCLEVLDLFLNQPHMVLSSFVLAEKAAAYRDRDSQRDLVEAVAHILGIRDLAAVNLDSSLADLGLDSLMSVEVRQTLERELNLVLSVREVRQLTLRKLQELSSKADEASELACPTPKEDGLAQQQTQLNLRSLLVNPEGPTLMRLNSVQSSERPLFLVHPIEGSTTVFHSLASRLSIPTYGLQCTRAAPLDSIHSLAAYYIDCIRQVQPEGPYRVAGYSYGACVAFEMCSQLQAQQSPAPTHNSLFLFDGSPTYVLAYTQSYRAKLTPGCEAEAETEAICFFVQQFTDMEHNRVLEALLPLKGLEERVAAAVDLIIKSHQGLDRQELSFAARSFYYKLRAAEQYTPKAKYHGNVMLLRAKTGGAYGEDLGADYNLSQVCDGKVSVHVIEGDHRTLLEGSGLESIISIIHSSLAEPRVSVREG
SKN-1 block – inhibitors of C. elegans SKN-1. C. elegans VP596 Pgst-4::GFP/RFP ratio, acrylamide-induced, 24 h. 360,000 compounds, 0.49% hits. inhibition, % at 21.8 µM;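 active = interference check ratio from 0.5 to 1.5 plus GFP to RFP signal ratio inhibition reaching or exceeding a fixed threshold, cut at about 30% in these data, passing the limit was not always enough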; also: some compounds called inactive have numbers as strong as hits
CendR NRP1 mod – NRP-1/CendR interaction modulation; O14786; FAM-RPARPAR peptide binding to NRP-1, fluorescence polarization; inhibition, % at 25 µM; 360,000 compounds, 0.85% hits; AID 602438;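 active = inhibition or corrected inhibition above about 18%, plus a signal ratio from 0.5 to 1.5, limit read from the data, passing the limit was not always enough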; also: strong numbers were not always called active
Numbers without * were called inactive; i = inactive; · = not tested or not shown; + = active, no number.

SMILES	PABP1 MLLE inh	bovine MsrA act	MT1-MMP act inh	Neddylation inh	Rin1 Abl inh	E coli Lon inh	FAS-TE inh	SKN-1 block	CendR NRP1 mod
CCCCCN1CC(=O)N2Cc3[nH]c4ccccc4c3C[C@H]2C1=O	-4	-1	4	i	1	3	0	20	8
CCN(CC)S(=O)(=O)c1ccc(-c2cn3ccccc3n2)cc1	-6	-3	5	·	0	5	-4	3	-10
C=CCSc1ncc(CO)n1Cc1ccccc1	-9	-5	-1	i	2	-3	-1	6	-9
COc1ccccc1NC(=O)C(C)OC(=O)CCSc1ccc(F)cc1 (stereo not drawn)	6	-6	-3	i	8	2	9	-2	-2
COc1ccc(-c2csc3ncnc(NCCCO)c23)cc1	8	-1	-15	i	0	-6	-6	17	-10
CCOC(=O)N1CCN(S(=O)(=O)N2CCCC(C(=O)NCc3ccc(OC)cc3)C2)CC1 (stereo not drawn)	-6	-4	2	i	-1	1	1	3	14
CCCn1c(NC(=O)C2CCN(C(=O)c3ccccc3C)CC2)nc2ccccc21	11	-4	11	i	1	-3	-5	15	-3
Cc1cc(C(=O)NCc2cccnc2)cs1	2	-10	1	i	-2	-5	-6	-4	12
CSc1cc(/C=N/O)c(SC)s1	-13	-2	-4	i	-7	-6	-9	19	-6
Cc1c(NC(=O)CSc2nnc(-c3cccnc3)n2N)c(=O)n(-c2ccccc2)n1C	-14	-2	2	i	4	-9	-6	-7	6
Cc1ccccc1Cn1c(=O)c2c(nc3n2CCN3Cc2ccco2)n(C)c1=O	-3	-1	7	i	-2	0	-2	-12	0
Cc1cc(C(=O)Nn2c(-c3ccncc3)nc3ccccc3c2=O)ccc1[N+](=O)[O-]	-5	0	-5	i	-2	-2	-2	0	-19
Cc1ccc(C(=O)NCCN2CCOCC2)cc1C	2	-7	-2	i	-1	1	-1	-3	0
Cc1cc(C)cc(NC(=O)CCC(=O)Nc2nnc(C(C)C)s2)c1	3	-5	1	i	5	-2	-3	3	4
C[C@H](CO)N1C[C@H](C)[C@@H](CN(C)S(=O)(=O)c2cn(C)cn2)Oc2ccc(NC(=O)C3CC3)cc2C1=O	-10	-2	0	i	2	-13	-10	18	19
Cc1cccc(N(C)C(=O)CCS(=O)(=O)c2cccc3nonc23)c1	-11	-3	1	i	0	-3	-2	-42	12
Cc1[nH]c2ccccc2c1C(=O)CN1C(=O)C(=O)N(CCC2=CCCCC2)C1=O	-61	-3	4	i	1	2	31	1	-3
CCOc1ccc(/C=C/C(=O)N2CCOCC2)cc1OC	-13	-10	2	i	-3	-3	-8	4	3
Fc1ccc(Nc2ccnc(Nc3ccc(F)cc3)n2)cc1	9	1	-10	i	1	-17	25	-21	-3
CC(OC(=O)c1snc(C(=O)NC2CCCCC2)c1N)C(=O)NC(C)(C)C (stereo not drawn)	5	-14	16	+	2	3	-1	-5	-1
COC(=O)CSc1cc([N+](=O)[O-])ccc1NC(=O)OC	4	3	4	i	-1	0	0	-7	-3
COc1ccc2[nH]c(C(=O)NCCc3ccccc3)cc2c1	3	1	0	i	-3	0	2	3	9
CN1c2ccccc2C(C)(C)C12CCCC(=O)N2 (stereo not drawn)	18	-4	-7	i	-2	-11	-7	10	0
COC(=O)CC1=NN(c2nc3ccccc3s2)C(=O)/C1=C/N(C)C	-6	-7	-1	i	0	1	-3	-1	2
Cn1c(=O)n(Cc2ccccc2Cl)c2ccccc21	5	-7	8	i	4	-4	-2	9	-9
NC(=O)C1CCCN(Cc2c(C(=O)N3CCc4ccccc4C3)nc3ccc(Cl)cn23)C1 (stereo not drawn)	9	-3	-4	i	1	5	0	2	14
COc1ccc2[nH]c3c(c2c1)CCN1C(=O)C(CC(=O)NC(C)(C)C)C[C@H](C(=O)N2CCCCC2)[C@@]31C (stereo partly drawn)	9	1	-4	i	-1	-6	-10	-8	1
COCCCN1C(=O)C(=O)/C(=C(/O)c2ccccc2)C1c1ccc(N(C)C)cc1 (stereo not drawn)	8	3	2	i	1	-14	-6	-19	-4
O=C(CSc1nncn1-c1ccccc1)c1c[nH]c2ccccc12	-7	-8	-7	i	2	-10	-6	-1	-10
CCCCN(CC)CCNC(=O)c1cn(C)c(=O)c2c1c1ccccc1n2C	-4	-2	-1	i	-3	3	-2	25	0
Cc1ccc(/C=N/NC(=O)CN2CCN(S(=O)(=O)c3ccc(Br)cc3)CC2)s1	1	-3	-3	i	-2	-8	8	-1	-3
O=C(NCc1cccnc1)C(C(=O)c1ccc(F)cc1)n1ccccc1=O (stereo not drawn)	12	-3	2	i	-4	-1	-5	-13	-12
CCCc1c(C(=O)N/N=C/c2ccc(OCc3ccccc3)c(OC)c2)nnn1-c1nonc1N	-5	0	-1	i	1	2	21	15	4
Cn1c(N)c(C(=O)COC(=O)CN2C(=O)c3ccccc3C2=O)c(=O)n(C)c1=O	2	-10	-1	i	0	0	-4	-1	-5
COc1ccccc1-c1nnc(NC(=O)c2cccc(N3C(=O)CCC3=O)c2)o1	10	-4	0	i	1	-7	-12	-10	-8
O=C(N1CCOCC1)N1CCN(C(c2ccccc2)c2ccccc2)CC1	14	0	2	i	-3	3	-4	13	-2
COc1cc(/C=C2/C(=O)NN(c3cccc(C)c3)C2=O)ccc1OC(=O)c1ccco1	13	-2	4	i	-4	4	-7	13	-34
CC(C)CC1(C)NC(=O)N(CC(=O)N2C(C)CCCC2C)C1=O (stereo not drawn)	10	-8	-1	i	2	-10	-3	-1	-3
O=C(N/N=C/c1ccoc1)c1ccc(Cl)cc1Cl	9	-1	-4	i	-1	0	-3	-8	8
CCOC(=O)C1=NOC(C(=O)NN(C)c2ncc(C(F)(F)F)cc2Cl)C1 (stereo not drawn)	-11	0	1	i	4	-1	8	-6	16
O=C(Cc1cn2ccsc2n1)OCc1ccccc1	-14	-8	-1	i	1	-4	-2	-10	-4
COc1ccc(-c2sc3ccccc3c2/C=C/c2ccncc2)cc1	-19	-3	-6	i	1	2	17	19	14
O=C(COc1ccccc1)NC1CCS(=O)(=O)C1 (stereo not drawn)	-6	-9	2	i	5	7	-1	5	5
COCCCN1CN(S(=O)(=O)c2ccc(C)cc2C)c2nc3ccccc3nc21	9	-12	3	i	1	3	10	-3	-2
C[C@@H]1CC[C@@]2(O[C@H](CCO)C[C@@H](O)[C@@H]2O)O1	-4	1	2	i	1	3	-8	-1	7
COc1ccc(Cc2c(-c3cccc(Br)c3)nc3ccc(Br)cn23)c(C)c1	-26	-7	-5	i	3	-3	9	20	-35
COCCNC(=O)C1(C)CCCN(C(=O)c2ccccc2F)C1 (stereo not drawn)	14	-1	1	i	0	8	-6	13	0
Cc1ccc(S(=O)(=O)NNC(=O)CCCCC(=O)NNS(=O)(=O)c2ccc(C)cc2)cc1	3	-10	6	i	4	-1	1	-2	4
O=C1C(=O)N(CCCN2CCOCC2)C(c2ccc(F)cc2)/C1=C(\O)c1ccc2c(c1)OCCO2 (stereo not drawn)	16	-5	1	i	-5	-4	-6	17	-2
CC(C)c1cccc(C(C)C)c1OCCCCN1CCCC1	-12	0	3	i	5	4	-4	0	1
CN(CCCC1CCCC1)C(=O)c1cc(COc2c(F)cccc2F)on1	-1	-3	-3	i	-1	4	33	7	13
Cc1cccc(CN2CCN(CC(=O)O)C2=O)c1	4	0	-6	i	0	4	-8	1	-8
Cc1ccc(N(CC(=O)NCc2ccco2)C(=O)CCC(=O)Nc2nccs2)c(C)c1	-17	-1	0	i	0	-5	0	10	-8
CCC(C)NC(=O)C1=CCN(S(=O)(=O)c2ccc(C)cc2)CC1 (stereo not drawn)	20	-1	3	i	2	0	-3	7	-15
O=C(O)c1ccc(-n2cccn2)nc1	22	-2	1	i	2	3	-9	4	6
COCCCNC(=S)N1CCCN(c2nc3cc(C)c(C)cc3cc2C#N)CC1	-99	1	-4	i	-4	-2	-8	2	-6
COC(=O)c1scc(C)c1NC(=O)CSc1ccc(Cl)cc1	4	0	2	i	-2	7	6	1	8
CCCCCNC(=O)c1cccnc1SCC(=O)Nc1ccccc1OC	8	-2	5	i	0	-21	-1	-6	0
COc1ccc(C)cc1NC(=O)CSc1nnc(-c2ccccn2)n1Cc1ccco1	-11	-1	1	i	1	-6	6	-9	-3
C/C(=N\NC(=O)c1cccc(Cl)c1)c1cccc(NC(=O)c2ccco2)c1	1	-1	1	i	-1	-4	0	9	1

Seven compounds from above, showing only CendR NRP1 mod.
SMILES	CendR NRP1 mod
CC(C)c1cccc(C(C)C)c1OCCCCN1CCCC1	1
CN(CCCC1CCCC1)C(=O)c1cc(COc2c(F)cccc2F)on1	13
Cc1cccc(CN2CCN(CC(=O)O)C2=O)c1	-8
Cc1ccc(N(CC(=O)NCc2ccco2)C(=O)CCC(=O)Nc2nccs2)c(C)c1	-8
CCC(C)NC(=O)C1=CCN(S(=O)(=O)c2ccc(C)cc2)CC1 (stereo not drawn)	-15
O=C(O)c1ccc(-n2cccn2)nc1	6
COCCCNC(=S)N1CCCN(c2nc3cc(C)c(C)cc3cc2C#N)CC1	-6

Back to the main list with the two entries that preceded the break.
SMILES	PABP1 MLLE inh	bovine MsrA act	MT1-MMP act inh	Neddylation inh	Rin1 Abl inh	E coli Lon inh	FAS-TE inh	SKN-1 block	CendR NRP1 mod
COc1ccc(C)cc1NC(=O)CSc1nnc(-c2ccccn2)n1Cc1ccco1	-11	-1	1	i	1	-6	6	-9	-3
C/C(=N\NC(=O)c1cccc(Cl)c1)c1cccc(NC(=O)c2ccco2)c1	1	-1	1	i	-1	-4	0	9	1
NC(=S)N/N=C/c1ccccc1OCc1cccc(Cl)c1	-75	-6	-7	i	0	11	14	-1	-14
Cc1ccc(S(=O)(=O)Nc2ccc(-n3cnnn3)cc2)c(C)c1	-7	-3	6	i	-1	-6	2	7	1
O=C(c1cccs1)n1cc(C(=S)N2CCOCC2)c2ccccc21	21	-6	1	i	-2	-4	14	1	0
COc1cc(C(C)=O)ccc1Oc1cnccn1	-1	-7	3	i	1	5	-4	-11	6
CCOC(=O)c1ccccc1CN1C(=O)c2ccccc2S1(=O)=O	4	-3	-7	i	5	0	2	-3	0
Cc1ccc2oc3c(c(=O)c2c1)C(c1cccc(Br)c1)N(Cc1ccco1)C3=O (stereo not drawn)	1	-2	5	i	-2	-9	-1	0	1
COc1ccc(CC(=O)Nc2cc(=O)n(C)c(=O)n2C)cc1	7	-4	1	i	-1	-2	-3	-4	-1
O=C(O)C1C2C=CC(C2)C1C(=O)NCCc1cccc(Cl)c1 (stereo not drawn)	1	1	3	i	4	0	-2	-7	7
Cc1ccccc1S(=O)(=O)Cc1ccc(C(=O)NCCCOC(C)C)o1	2	-9	4	i	-4	-3	-8	-7	18
CCCCOCCCNC(=O)N[C@@H](CCSC)C(=O)OC	-2	3	10	i	2	-3	-6	6	-3
O=C1CC(c2ccccc2)CC2=C1CN(C1CCCCC1)CN2 (stereo not drawn)	0	-3	0	i	-1	-13	-7	-7	-6
CC1CCOC2(O1)C(=O)N(CN1CCN(c3cccc(Cl)c3)CC1)c1ccccc12 (stereo not drawn)	-13	1	-5	i	2	0	4	-3	5
Cc1ccc(C(=O)C2CCOC(C)(C)C2)cc1 (stereo not drawn)	0	-1	-1	i	-1	-8	-7	-1	0
O=C(NCC1(O)CCCCC1)C1CCC(=O)N(Cc2ccccc2F)C1 (stereo not drawn)	-8	-5	-4	i	4	-4	-4	-13	1
COc1ccccc1NC(=O)CN1CCN(CC(=O)Nc2ccc(C)c(F)c2)CC1	-3	1	-3	i	-2	2	4	25	6
CCn1nc(NC(=O)c2ccncc2)c2cc3ccccc3nc21	-6	-1	-1	i	-2	0	-4	5	0
CC(C)CNC(=O)c1cccc(NC(=O)C2CCCO2)c1 (stereo not drawn)	-4	1	0	i	-3	-3	-6	-2	-5

Screening data as filed in PubChem BioAssay.
